Compound activity: PubChem BioAssay, several laboratories
M5 PAM – human M5 muscarinic receptor positive allosteric modulators, primary screen, CHO-K1 cells, Fluo-8 calcium fluorescence; 360,000 tested, 0.3% active; activation, % at 3 µM; Muscarinic acetylcholine receptor M5 (Homo sapiens), P08912; CHO-K1 hM5, ACh EC20 PAM; 0% = ACh EC20, 100% = ACh EC100; AID 624038, 2012;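 active = activation above the run cutoff, the mean activation of all test compounds plus 3 SD, cut at about 18% in these data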
Target sequence (P08912 whole entry, looked up): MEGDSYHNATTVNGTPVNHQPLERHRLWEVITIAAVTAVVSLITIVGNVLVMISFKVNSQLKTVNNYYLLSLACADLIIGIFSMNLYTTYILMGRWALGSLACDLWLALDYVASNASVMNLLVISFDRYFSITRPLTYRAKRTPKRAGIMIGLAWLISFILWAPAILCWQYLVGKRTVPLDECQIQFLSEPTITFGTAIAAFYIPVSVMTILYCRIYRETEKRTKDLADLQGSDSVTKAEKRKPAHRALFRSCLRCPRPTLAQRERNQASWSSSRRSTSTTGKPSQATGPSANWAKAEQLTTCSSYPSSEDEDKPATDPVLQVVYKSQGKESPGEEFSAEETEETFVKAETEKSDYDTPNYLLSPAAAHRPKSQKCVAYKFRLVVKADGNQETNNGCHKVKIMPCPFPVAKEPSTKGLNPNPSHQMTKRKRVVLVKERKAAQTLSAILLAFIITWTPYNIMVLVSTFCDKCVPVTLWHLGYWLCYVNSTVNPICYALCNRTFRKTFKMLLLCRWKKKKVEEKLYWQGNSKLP
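Assay system: CHO-K1 hM5 cells / Incubation: Fluo-8 loading 80 min at 37 °C plus 30 min room temperature / Technique: Fluo-8 calcium dye fluorescence, kinetic read / Repeats: single replicate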
M5 ag – human M5 muscarinic receptor agonists, primary screen, CHO-K1 cells, Fluo-8 calcium fluorescence | CHO-K1 hM5 cells; 0% DMSO wells, 100% maximal acetylcholine response | activation, % at 3 µM | 360,000 tested, 0.19% active | AID 624037, 2012;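 active = activation above the run's mean over test compounds plus 3 SD, cut at about 23% in these data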;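 also: signal is peak over basal fluorescence ratio across the kinetic read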
CRFR2-BP ag – agonists of CRF-BP/CRF-R2 complex, primary screen, cell-based, HEK293, calcium dye fluorescence, uHTS; 350,000 tested, 0.46% active; CRF-binding protein / CRF receptor 2 complex (human); activation, % at 13.2 µM; calcium dye fluorescence (FLIPR); percent of saturating CRF peptide response;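 active = activation of at least 50%, plus an integration ratio under a set limit after plate pattern correction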;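 also: plate controls were neutral control wells without compound for no effect and CRF at EC100 for full effect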
M1 PAM parental – nonselective calcium activators in parental CHO-K1 cells, primary screen, counter-screen for M1 PAM project, cell-based, Fluo-8 calcium fluorescence, full deck, 1536-well; ATP EC20; 0% at ATP EC20, 100% at ATP max; activation, % at 3 µM; 360,000 tested, 0.02% active; AID 602247, 2012;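 active = activation above the run cutoff, the mean activation of all test compounds plus 3 SD, cut at about 40% in these data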;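 also: peak over basal fluorescence ratio in a 140 s read after ATP addition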
TAAR1 antagonist – human TAAR1 antagonists, primary screen, Fluo-8 calcium fluorescence, CHO RD-HGA16 cells | 360,000 tested, 1.5% active | Trace amine-associated receptor 1 (Homo sapiens), Q96RJ0 | antagonist | inhibition, % at 3 µM;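 active = inhibition above a per-plate cutoff, the mean inhibition of test compounds on that plate plus 3 SD, cut at about 49% in these data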;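 also: 0% = DMSO plus EC80 beta-PEA response and 100% = DMSO alone without agonist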
Target sequence (Q96RJ0 whole entry, looked up): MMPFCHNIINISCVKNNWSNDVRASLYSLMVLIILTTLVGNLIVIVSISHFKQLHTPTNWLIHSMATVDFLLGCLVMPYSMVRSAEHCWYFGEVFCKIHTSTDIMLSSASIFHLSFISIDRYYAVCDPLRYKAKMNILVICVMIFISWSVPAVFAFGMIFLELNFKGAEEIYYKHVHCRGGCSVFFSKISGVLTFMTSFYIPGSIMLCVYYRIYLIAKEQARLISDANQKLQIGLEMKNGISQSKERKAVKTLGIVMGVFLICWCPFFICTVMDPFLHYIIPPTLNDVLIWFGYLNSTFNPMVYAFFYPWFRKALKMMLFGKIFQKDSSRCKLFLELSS
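Test system – hTAAR1-expressing CHO RD-HGA16 cells, Gα16-coupled · Reagent – β-PEA at EC80 concentration, post-compound challenge · Compound dosing – 3 µM, single point · Timing – 140 s kinetic read after compound, 140 s after agonist · Detection – Fluo-8 intracellular calcium dye fluorescence, real-time kinetic reads · Control set – DMSO and EC80 PEA controls · Repeats – n of 1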
M4 PAM – human M4 muscarinic receptor positive allosteric modulators, primary screen, CHO-K1 cells, Fluo-8 calcium fluorescence. Muscarinic acetylcholine receptor M4 (Homo sapiens), P08173. CHO-K1 hM4/Gqi5, ACh EC20; 0% = ACh EC20, 100% = maximal ACh. activation, % at 3 µM. 360,000 tested, 0.4% active;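 active = activation above its plate's cutoff, the mean activation of sample wells plus 3 SD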; also: some results filed as inactive read as strong as hits
TAAR1 ag – human TAAR1 agonists, primary screen, Fluo-8 calcium fluorescence, CHO RD-HGA16 cells. vehicle wells 0%, saturating PEA agonist 100%. activation, % at 3 µM. 360,000 tested, 0.99% active. AID 624467, 2012;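 active = activation above the mean activation of all test compounds in the run plus 3 SD, cut at about 38% in these data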
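Repeats: no replicates (n 1) | Material: CHO-derived RD-HGA16 cells with stable Gα16 and human TAAR1 | Technique: Kinetic Fluo-8 calcium fluorescence | Schedule: 17-24 h seeding, 75 min 37 °C dye, 30 min RT | Evaluation: % activation from peak over basal fluorescence ratio, DMSO-to-PEA scaled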
M5 antag – human M5 muscarinic receptor antagonists, primary screen, CHO cells, Fluo-8 calcium fluorescence. Muscarinic acetylcholine receptor M5 (Homo sapiens), P08912. CHO-hM5 cells, ACh EC80. inhibition, % at 3 µM. 360,000 tested, 0.59% active. AID 624040, 2012;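 active = inhibition above a per-plate cutoff, the mean of that plate's test compounds plus 3 SD, cut at about 27% in these data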;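 also: 0% = acetylcholine EC80 with DMSO and 100% = DMSO without agonist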
CRFR2-BP antag – antagonists of CRF-BP/CRF-R2 complex, primary screen, cell-based, HEK293, calcium dye fluorescence, uHTS; inhibition, % at 11.8 µM; 350,000 tested, 0.59% active; CRF-induced calcium fluorescence;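 active = inhibition of the ligand-induced calcium signal above about 50% at the single tested concentration, limit read from the data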
Starred values were filed as active, the others as inactive; / = no result given.

SMILES	M5 PAM	M5 ag	CRFR2-BP ag	M1 PAM parental	TAAR1 antagonist	M4 PAM	TAAR1 ag	M5 antag	CRFR2-BP antag
Cc1ccccc1NC(=S)Nc1ccccc1	0.3	-1.9	-0.8	5.8	9.5	0.7	1.8	-4.4	13.3
CCOc1ccc(CNC(=O)CCn2c(=O)oc3ccccc32)cc1	0.8	-2.6	-2.8	-4.2	7.4	-2.4	2.3	3.6	28.3
C/C(=N\NC(=O)c1ccc(NS(=O)(=O)c2cccs2)cc1)c1ccccc1	-2.8	-4.3	-0.8	2.2	-3.7	5.5	-0.7	-1.7	58.2*
c1ccc(CSc2nnc(Cc3ccccn3)o2)cc1	3.5	-2.3	-0.4	20.1	-2.9	5.8	15.3	-8.6	-12.1
C#CCOc1ccc2ccccc2c1/C=C(/C#N)c1ccc(C(=O)O)cc1	-1.1	0.0	-0.9	5.5	-6.3	-1.1	3.2	0.9	5.4
Nc1nnnn1-c1cccc([N+](=O)[O-])c1	0.8	5.0	-0.9	23.0	-2.5	4.3	0.7	2.4	17.2
Cc1ccc(S(=O)(=O)CC(=O)Nc2ccc(Cl)cn2)cc1	5.3	-1.4	-2.7	-2.0	-20.4	-3.6	0.3	-0.4	20.4
O=C(NCCCN1CCOCC1)c1cc2c(s1)-c1ccccc1OC2	-4.7	4.3	-0.3	-4.1	-6.8	-5.2	0.9	13.4	-1.7
O=C(Nc1ccc(O)c(-c2nc3ccccc3o2)c1)C1(c2ccc(Cl)cc2)CCCC1	0.1	-3.2	-0.8	13.4	-13.7	3.5	2.3	-0.1	13.7
CC(C(=O)N1CCCC1)N1CCN(c2ccccc2O)CC1 (stereo not drawn)	9.9	6.0	-0.3	12.0	-23.6	5.3	1.3	-4.2	2.8
CCNc1oc(/C=C/c2ccc(OCC)cc2)nc1C#N	-7.4	-4.1	-2.2	-12.2	0.8	-8.5	-0.2	11.9	9.3
CCOC(=O)[C@]12CCCC=C1N(CCC1=CCCCC1)C(=O)[C@H](CC(=O)N1CCC(c3ccccc3)CC1)C2	-3.2	-1.9	/	/	-61.6	-0.8	0.0	-2.7	/
COc1ccc(S(=O)(=O)NCCN2CCOCC2)cc1Br	-4.2	-1.6	0.4	-17.5	-5.0	2.5	4.4	4.8	-9.6
C/C(=N\NC(=O)CNc1ccccc1Cl)C(C)(C)C	6.2	-7.2	3.4	10.7	-13.0	-1.3	13.2	-4.7	-19.9
O=[N+]([O-])c1cc2c(c(CSc3ncccn3)c1)OCOC2	4.3	-4.9	-1.6	-12.3	-14.6	-0.6	-0.7	-8.4	-10.5
CC(=O)Nc1sc(C)c(C)c1C(=O)OCC(=O)Nc1ccc(S(N)(=O)=O)cc1	-1.9	1.2	3.9	-5.6	9.6	0.3	1.8	-2.2	-3.2
CC1CC(C)CN(CCCNC(=O)CN2C(=O)CSc3ccc(S(=O)(=O)N4CCCCC4)cc32)C1 (stereo not drawn)	1.3	-6.5	2.1	14.6	-47.7	-13.3	0.5	-7.9	-3.4
O=C(c1ccc(CN2CCc3ccccc3C2)cc1)N1CCc2ccccc2C1	9.6	-2.2	-1.1	-1.4	-10.7	-2.2	67.5*	0.5	-2.5
COCCNC(=O)/C(C#N)=C/c1ccc2c(c1)OCO2	-4.3	-5.4	1.8	13.2	8.0	-3.4	3.1	-7.0	2.5
Cc1cccc(OCCC(=O)NCC(=O)Nc2cccc(C)c2C)c1	5.5	-4.1	-4.6	19.7	-22.8	-5.5	0.8	-2.7	19.7
COc1ccc(-c2cnc3nc(/N=C/N(C)C)nn3c2/N=C/N(C)C)cc1	1.5	0.4	0.3	-10.3	-0.6	-0.5	4.5	-2.1	9.5
CCN1CCN(C(c2ccccc2)c2sc3nc(C)nn3c2O)CC1 (stereo not drawn)	3.9	0.3	0.8	12.8	-17.7	5.3	7.7	-2.9	7.4
CCOc1ccc(NC(=O)c2cc(F)c(F)cc2Cl)cc1OCC	-0.4	-1.2	2.2	14.8	-25.9	8.3	2.3	6.2	-16.2
Cc1ccc2cc(CCNC(=O)c3ccc(S(=O)(=O)N4CCOCC4)cc3)c(=O)[nH]c2c1	10.8	0.5	0.2	16.8	-15.7	6.7	0.3	-14.0	1.6
COc1ccc(S(=O)(=O)N2CCCCCC2)cc1Br	10.5	-6.4	-5.0	17.1	16.0	-0.8	2.2	-3.2	-4.8

Three records drawn at random from the list so far:
SMILES	M5 PAM	M5 ag	CRFR2-BP ag	M1 PAM parental	TAAR1 antagonist	M4 PAM	TAAR1 ag	M5 antag	CRFR2-BP antag
Cc1cccc(OCCC(=O)NCC(=O)Nc2cccc(C)c2C)c1	5.5	-4.1	-4.6	19.7	-22.8	-5.5	0.8	-2.7	19.7
CCNc1oc(/C=C/c2ccc(OCC)cc2)nc1C#N	-7.4	-4.1	-2.2	-12.2	0.8	-8.5	-0.2	11.9	9.3
COc1ccc(S(=O)(=O)NCCN2CCOCC2)cc1Br	-4.2	-1.6	0.4	-17.5	-5.0	2.5	4.4	4.8	-9.6

(next part)
SMILES	M5 PAM	M5 ag	CRFR2-BP ag	M1 PAM parental	TAAR1 antagonist	M4 PAM	TAAR1 ag	M5 antag	CRFR2-BP antag
O=C(Cn1ccc2cc(S(=O)(=O)N3CCCC3)ccc21)NCc1ccccc1	2.7	-1.5	0.6	22.7	6.0	2.8	0.2	2.0	-7.7
COc1ccc(Cl)cc1S(=O)(=O)n1ccnc1	1.6	-4.2	0.3	20.7	8.5	0.6	-1.7	7.1	-0.7
Oc1cccc(C(=S)N2CCC(Cc3ccccc3)CC2)c1	8.3	-0.7	-0.1	8.1	10.5	-0.1	-2.3	-4.8	4.1
CCOC(=O)C1(CCCc2ccccc2)CCN(C(=O)CN2C(=O)CSC2=O)CC1	-5.0	2.7	-0.2	12.1	14.4	-3.0	6.5	8.1	8.6
O=C1CCCC2=C1C(c1ccccc1)C1C(=O)c3ccccc3C1=N2 (stereo not drawn)	2.0	-1.3	-6.7	25.4	-10.8	8.4	-1.7	-1.7	-7.5
Cc1nn(CCO)c2c1C(=O)CCC2	1.1	-0.9	-1.5	26.5	1.2	8.8	6.6	-1.5	13.4
Cc1ccc2c(cnn2C(=O)CCCC(=O)NCc2ccc(Cl)cc2)c1	-0.2	0.9	3.9	-8.9	-6.1	10.9	-0.8	-0.8	11.4
Cc1ccccc1C(=O)NNC(=O)C1CCCN(c2ncccn2)C1 (stereo not drawn)	-2.1	-2.6	1.4	-5.7	7.1	2.5	-1.4	-8.5	16.4
O=c1c(Cl)c(N/N=C/c2ccc(Cl)cc2)cnn1-c1ccccc1	4.8	-0.8	-1.2	15.6	-6.2	3.2	13.5	7.6	-6.5
O=[N+]([O-])c1ccc(CSc2nnc(-c3cccnc3)o2)cc1	21.5*	5.6	-0.7	4.9	-7.1	-4.6	0.6	-11.0	5.5
CSc1ccc(C2C(C#N)=C(N)Oc3c2ccc(=O)c2c(C)oc(C)c32)cc1 (stereo not drawn)	-4.6	0.8	6.8	16.8	8.4	2.4	15.1	-6.6	1.7
CC(C)N=c1scc(-c2ccco2)n1/N=C/c1ccc(O)c(O)c1	-14.2	1.9	-3.1	-1.0	23.2	0.2	14.6	5.8	-3.2
CNC(=O)/C(C#N)=C/c1c(N2CCN(C)CC2)nc2c(C)cccn2c1=O	3.4	-3.8	-1.7	-11.5	-8.8	-4.1	0.9	2.4	8.3
O=C(CSc1ncnc2c1oc1ccccc12)N1CCCc2ccccc21	-1.5	0.9	0.4	18.8	30.7	-4.3	13.3	4.8	-8.0
Cc1ccc(N2C(=O)CC(NNC(=O)Cc3ccc(F)cc3)C2=O)cc1Cl (stereo not drawn)	4.0	4.7	0.5	-6.3	-13.4	4.2	7.6	-1.1	-7.5
Cn1c(SCC(=O)c2ccc3c(c2)NC(=O)CO3)nc2ccccc21	1.9	0.2	-2.2	15.2	-11.4	-5.2	17.3	2.8	12.1
CCC(CO)NCc1ccc(Br)cc1 (stereo not drawn)	-1.4	-4.1	2.9	18.3	-6.3	8.5	3.5	-2.2	-2.0
Cc1nc(-c2ccc3c(c2)OCCCO3)cs1	6.4	1.8	0.8	-11.2	0.2	-20.3	0.4	-8.6	4.8
CC(=O)Nc1sc(NC(=O)c2ccc([N+](=O)[O-])cc2)nc1-c1cccs1	-6.2	-1.5	-0.7	17.8	2.7	-10.3	3.9	10.0	-2.1
Cc1cc(C)cc(OCC(=O)N/N=C/c2ccncc2)c1	-6.5	-1.2	-3.7	-10.4	-7.0	0.5	1.4	9.5	22.6
O=C(CN(c1ccccc1)S(=O)(=O)c1ccccc1)Nc1ccc(F)cc1	-7.9	-5.3	-3.0	-9.7	16.3	-3.7	1.0	7.7	-5.4
NNC(=O)CN1C(c2cccc(Cl)c2)=Nc2ccc(Br)cc2C1c1ccccc1 (stereo not drawn)	-4.3	-1.6	-0.4	12.2	6.8	-4.6	4.2	5.4	-20.4
O=C(c1cc(Cl)nc2ccccc12)N(Cc1nnc(-c2ccc(Cl)cc2)o1)C1CC1	-4.5	-5.9	-1.0	9.6	-7.0	-3.1	-0.6	6.5	-2.0
COc1ccc(C)cc1NC(=O)CN1CCN(S(=O)(=O)c2ccc(F)cc2)CC1	2.5	1.4	1.4	19.2	-4.1	-0.6	2.3	-10.0	10.7
CC(C)NC(=O)C1(C)CCCN1C(=O)c1ccc2c(c1)C(C)(C)CCC2(C)C (stereo not drawn)	-1.9	0.1	/	-14.1	-29.4	6.8	4.8	9.5	/
CN(C)CCCOC(=O)CCc1ccccc1	3.4	-10.8	0.9	18.9	-9.6	9.8	0.6	-2.0	-1.7
N#C/C(=C\c1ccc(OCc2ccc(F)cc2)cc1)C(=O)Nc1cccc(C(=O)O)c1	-2.5	0.2	1.7	8.2	-20.7	-8.4	0.8	-3.2	-1.9
COc1ccc([C@H]2/C=C\CN(S(=O)(=O)c3ccc(C)cc3)[C@@H](C)C(=O)N2Cc2ccc(F)cc2)cc1	-11.0	2.0	-0.4	12.5	26.8	6.0	17.1	-5.0	1.8
CCc1cccc(CC)c1NC(=S)NCCc1ccc(O)c(O)c1	-0.3	-1.7	2.5	-7.4	13.6	0.1	6.6	10.6	-16.6
COc1ccc(F)c(CN2CCC(n3nccc3NC(=O)C3CCOC3)CC2)c1 (stereo not drawn)	-1.5	-4.9	-0.8	12.7	-24.1	6.1	4.2	4.5	-18.2
